LMPTP block = LMPTP (human) inhibition; recombinant LMPTP-A, OMFP fluorogenic substrate, fluorescence intensity; inhibition, % at 20 µM; actives 0.22% (n = 360,000); AID 651560;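 active = compounds that cut the enzyme signal by at least half of the control window in the single-dose screen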;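 also: plate controls were DMSO wells with enzyme plus substrate for no effect and substrate without enzyme for full effect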
Target sequence (P24666 whole entry, looked up): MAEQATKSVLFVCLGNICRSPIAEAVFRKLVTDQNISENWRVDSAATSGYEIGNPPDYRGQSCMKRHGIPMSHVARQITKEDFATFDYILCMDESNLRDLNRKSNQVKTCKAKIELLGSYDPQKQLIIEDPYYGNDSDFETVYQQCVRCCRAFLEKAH
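material = LMPTP-A | quantity = 0.625 nM enzyme | reagent = OMFP substrate, 400 µM final | buffer or medium = Bis-Tris pH 6.0, DTT, detergent | detection = endpoint fluorescence intensity from OMFP dephosphorylation | dosing = single 20 µM dose | read-out basis = % inhibition relative to no-enzyme and uninhibited control wells | control set = no-enzyme and uninhibited controls | timing = 50 min at room temperature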
SKN-1 inh = blocks SKN-1 activity in C. elegans; C. elegans VP596 Pgst-4::GFP/RFP ratio, acrylamide-induced, 24 h; inhibition, % at 21.8 µM; actives 0.49% (n = 360,000); AID 624304;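 active = interference check ratio from 0.5 to 1.5 plus GFP to RFP signal ratio inhibition reaching or exceeding a fixed threshold, cut at about 30% in these data, passing the limit was not always enough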; also: some compounds called inactive have numbers as strong as hits
DNMT1 block = DNMT1 (human) enzyme inhibition | DNMT1 molecular beacon, Hinp1I cleavage, fluorescence | inhibition (reported as % activation of signal), % at 10 µM | actives 0.83% (n = 360,000); in the data active = inhibition above about 50%
NRP1-CendR mod = modulators of CendR peptide binding to human neuropilin-1; actives 0.85% (n = 360,000); inhibition, % at 25 µM; O14786; FAM-RPARPAR peptide binding to NRP-1, fluorescence polarization;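 active = inhibition or corrected inhibition above about 18%, plus a signal ratio from 0.5 to 1.5, limit read from the data, passing the limit was not always enough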; also: strong numbers were not always called active
NadD inh = blocks S. aureus nicotinate mononucleotide adenylyltransferase; purified NadD enzyme, colorimetric absorbance read-out; inhibition, % at 20 µM; actives 0.78% (n = 360,000); AID 602399; in the data active = inhibition above about 26%; also: some compounds past the cut are filed as inactive
SUMO1-SIM PPI = modulators of human SUMO1-mediated protein-protein interactions. actives 0.33% (n = 360,000). P63165. SUMO1 binding to a labelled peptide, TR-FRET, 1 h. inhibition, % at 20 µM; in the data active = inhibition above about 37%
Target sequence (P63165 whole entry, looked up): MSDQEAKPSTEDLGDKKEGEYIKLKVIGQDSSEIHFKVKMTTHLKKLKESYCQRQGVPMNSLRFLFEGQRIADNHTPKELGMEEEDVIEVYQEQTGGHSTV
STEP inh = blocks human striatal-enriched tyrosine phosphatase; inhibition, % at 20 µM; AID 588621; recombinant STEP, OMFP fluorogenic substrate, fluorescence; actives 0.25% (n = 360,000);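 active = inhibition at 20 µM, scaled per plate between control wells, above about 37%, limit read from the data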;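 also: 0% = DMSO with enzyme and substrate and 100% = substrate only without enzyme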
Target sequence (P54829 whole entry, looked up): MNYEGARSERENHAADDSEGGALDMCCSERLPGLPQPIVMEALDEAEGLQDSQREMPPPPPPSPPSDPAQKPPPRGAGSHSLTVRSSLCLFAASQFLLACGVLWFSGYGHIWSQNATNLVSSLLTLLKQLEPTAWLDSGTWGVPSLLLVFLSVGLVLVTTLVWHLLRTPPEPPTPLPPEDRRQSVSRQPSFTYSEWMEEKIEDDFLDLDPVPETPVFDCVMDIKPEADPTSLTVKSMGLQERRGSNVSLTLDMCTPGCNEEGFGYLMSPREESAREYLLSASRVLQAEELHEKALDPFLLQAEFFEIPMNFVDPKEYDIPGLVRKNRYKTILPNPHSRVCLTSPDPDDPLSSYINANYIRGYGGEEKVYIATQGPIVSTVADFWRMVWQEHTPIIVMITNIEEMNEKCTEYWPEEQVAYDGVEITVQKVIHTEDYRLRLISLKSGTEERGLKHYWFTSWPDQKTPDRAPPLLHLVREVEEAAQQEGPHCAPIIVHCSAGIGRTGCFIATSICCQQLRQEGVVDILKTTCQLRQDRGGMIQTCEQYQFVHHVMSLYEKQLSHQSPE
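Assay system: isolated STEP enzyme. Buffer or medium: pH 6.0 Bis-Tris with DTT and Tween 20. Also added: fluorogenic phosphatase substrate OMFP at 25 µM final. Dosing: 20 µM, 1% DMSO. Timing: 20 min reaction, room temperature, in the dark. Measured by: fluorescence intensity, excitation 480 nm, emission 540 nm. Evaluation: normalized % inhibition.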
Rpn11 block = inhibitors of human proteasome Rpn11 | calls only at 20 µM | actives 0.59% (n = 360,000) | O00487 | human 26S proteasome, Ub4-pepOG fluorescence polarization; 20S core pre-blocked with epoxomicin;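 active = inhibition at 20 µM, scaled to each plate's controls, above about 33%, limit read from the data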
MT1-MMP act inh = blocks activation of human MT1-MMP; actives 0.061% (n = 360,000); HT1080 RFP-PRO-GFP cells, GFP/RFP ratio fluorescence, overnight; percent of plate control window, DMSO zero; P50281; AID 651647; GFP/RFP ratio change, % at 20 µM;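 active = GFP/RFP ratio change of at least 30% with cell ATP level not reduced by more than half and red fluorescence within 50% of control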; also: strong numbers were not always called active
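Test system: HT1080 RFP-PRO-GFP cells; Benchmarks: DMSO and RFP-L50D-GFP cell wells; Timing: cells overnight before dosing, compound overnight, 37 °C, 5% CO2; Compound: one 20 µM compound dose with 1% DMSO; Read-out: GFP/RFP fluorescence ratio.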
Scp-1 inhibitor = inhibitors of human Scp-1 phosphatase | Q9GZU7 | Recombinant Scp1, phosphopeptide, malachite green phosphate absorbance | inhibition, % at 20 µM | actives 0.88% (n = 340,000) | AID 493091;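 active = inhibition above about 50% at 20 µM, limit read from the data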;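 also: plate controls were DMSO wells with enzyme for no effect and wells lacking enzyme for full effect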
Target sequence (Q9GZU7 76-261 limits assumed): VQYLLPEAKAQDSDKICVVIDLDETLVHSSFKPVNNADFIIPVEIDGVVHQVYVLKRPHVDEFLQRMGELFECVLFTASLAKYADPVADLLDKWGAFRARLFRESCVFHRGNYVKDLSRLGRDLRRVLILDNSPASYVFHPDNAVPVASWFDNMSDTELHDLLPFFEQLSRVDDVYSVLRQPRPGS
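Test system: SCP-1 phosphatase catalytic domain, residues 76-261; measured by: colorimetric phosphate reagent with accelerator and stabiliser, absorbance at 630 nm; timing: enzyme reaction 45 min at room temperature, colour 5 min, stabilisation 30 min; also added: Phosphorylated 17-residue peptide substrate; compound dosing: one concentration, 20 µM, with 1.0% DMSO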
Starred values were filed as active, the others as inactive.

`CC1CCC(NC(=O)CN2CCN(S(=O)(=O)c3ccc(Br)s3)CC2)CC1` (stereo not given) gave LMPTP block 4.9, SKN-1 inh 1, DNMT1 block 0, NRP1-CendR mod 10, NadD inh -1, SUMO1-SIM PPI -1, STEP inh -1 and Rpn11 block inactive.
`O=C(O)CC1NC(=O)N(c2ccc(Cl)cc2)C1=O` (stereo not given) gave LMPTP block -1.3, SKN-1 inh 6, DNMT1 block 6, NRP1-CendR mod 8, NadD inh -1, SUMO1-SIM PPI -2, STEP inh -8, Rpn11 block inactive, MT1-MMP act inh 2 and Scp-1 inhibitor -5.
COc1ccccc1C(=O)NCC(=O)NCCSc1ccc(Br)cc1 was read as LMPTP block -1.2, SKN-1 inh -5, DNMT1 block 0, NRP1-CendR mod -5, NadD inh -10, SUMO1-SIM PPI -2, STEP inh 1, Rpn11 block inactive, MT1-MMP act inh 6 and Scp-1 inhibitor -5.
For CC/C(=N\NC(=O)c1ccncc1)C12CC3CC(CC(C3)C1)C2 the results were LMPTP block 0.7, SKN-1 inh 5, DNMT1 block -2, NRP1-CendR mod 6, NadD inh 1, SUMO1-SIM PPI -1, STEP inh -2, Rpn11 block inactive, MT1-MMP act inh 0 and Scp-1 inhibitor -3.
`CCN(c1ccc(OC)cc1)S(=O)(=O)c1nnc(NC(=O)CC(C)C)s1` gave LMPTP block -3.7, SKN-1 inh 7, DNMT1 block 0, NRP1-CendR mod 15, NadD inh -4, SUMO1-SIM PPI 5, STEP inh -4, Rpn11 block inactive, MT1-MMP act inh 1 and Scp-1 inhibitor -13.
`C/C(=N/NC(=O)c1ccc2c(c1)OCO2)c1ccc(NC(=O)C(F)(F)F)cc1` gave LMPTP block -0.3, SKN-1 inh 1, DNMT1 block 13, NRP1-CendR mod 2, NadD inh -8, SUMO1-SIM PPI -5, STEP inh 1, Rpn11 block inactive, MT1-MMP act inh 4 and Scp-1 inhibitor -6.
`O=C(O)C1CCCCC1C(=O)NCCc1ccc(Cl)cc1` (stereo not given) gave LMPTP block -1.2, SKN-1 inh 13, DNMT1 block 0, NRP1-CendR mod 15, NadD inh 2, SUMO1-SIM PPI -2, STEP inh 0, Rpn11 block inactive, MT1-MMP act inh 0 and Scp-1 inhibitor -12.
For Cc1nc2oc3c(=O)[nH]cnc3c2c2c1COC(C)(C)C2 the results were LMPTP block -2.3, SKN-1 inh -4, DNMT1 block -1, NRP1-CendR mod -12, NadD inh -8, SUMO1-SIM PPI 11, STEP inh 4, Rpn11 block inactive, MT1-MMP act inh 2 and Scp-1 inhibitor 3.
`O=C(COC(=O)CNC(=O)c1ccccc1F)NCCC1=CCCCC1` gave LMPTP block -0.7, SKN-1 inh -3, DNMT1 block 0, NRP1-CendR mod 12, NadD inh -1, SUMO1-SIM PPI 9, STEP inh -4, Rpn11 block inactive, MT1-MMP act inh -1 and Scp-1 inhibitor 3.
Screening CN(CC(=O)O/N=C(\N)c1ccc(Br)cc1)S(=O)(=O)c1ccccc1 returned LMPTP block 2.0, SKN-1 inh 6, DNMT1 block 0, NRP1-CendR mod 5, NadD inh 1, SUMO1-SIM PPI 1, STEP inh 1, Rpn11 block inactive, MT1-MMP act inh 6 and Scp-1 inhibitor -5.
For O=c1ccc2cc(S(=O)(=O)N3CCN(c4ccccc4F)CC3)ccc2[nH]1 the results were LMPTP block -0.8, SKN-1 inh -3, DNMT1 block -2, NRP1-CendR mod 7, NadD inh -2, SUMO1-SIM PPI -1, STEP inh -5, Rpn11 block inactive, MT1-MMP act inh 0 and Scp-1 inhibitor -7.
Screening NC(=O)C1CCN(c2nc(-c3ccccc3)nc3ccccc23)CC1 returned LMPTP block 26, SKN-1 inh 0, DNMT1 block -1, NRP1-CendR mod 4, NadD inh 5, SUMO1-SIM PPI 2, STEP inh -1, Rpn11 block inactive, MT1-MMP act inh -1 and Scp-1 inhibitor -4.
CC(=O)OC(C(=O)Nc1nncs1)c1ccccc1 (stereo not given) was read as LMPTP block -2.6, SKN-1 inh 8, DNMT1 block 2, NRP1-CendR mod -13, NadD inh 8, SUMO1-SIM PPI -5, STEP inh -3, Rpn11 block inactive and MT1-MMP act inh 4.
Screening O=C(NC(=S)Nc1nc(-c2ccc([N+](=O)[O-])cc2)cs1)c1ccco1 returned LMPTP block 42, SKN-1 inh -4, DNMT1 block 12, NRP1-CendR mod 4, NadD inh 23, SUMO1-SIM PPI 36, STEP inh 10, Rpn11 block inactive, MT1-MMP act inh 3 and Scp-1 inhibitor 19.
O=c1c2c(nc(NCCO)n1CC1CCCCC1)-c1ccccc1CC21CCCC1 was read as LMPTP block 3.3, SKN-1 inh 32, DNMT1 block -17, NRP1-CendR mod 16, NadD inh 22, SUMO1-SIM PPI 6, STEP inh -1, Rpn11 block inactive, MT1-MMP act inh -8 and Scp-1 inhibitor 8.
For O=C(NCC1CCCO1)c1ccc(F)c2ccccc12 (stereo not given) the results were LMPTP block -0.8, SKN-1 inh 6, DNMT1 block 1, NRP1-CendR mod 12, NadD inh 0, SUMO1-SIM PPI -4, STEP inh 0, Rpn11 block inactive, MT1-MMP act inh -5 and Scp-1 inhibitor 0.
`O=C(NCc1ccccn1)C1CCCN(Cc2cnn(-c3ccccc3)c2-n2cccc2)C1` (stereo not given) gave LMPTP block -2.5, SKN-1 inh 7, DNMT1 block 1, NRP1-CendR mod 1, NadD inh 3, SUMO1-SIM PPI 1, STEP inh -2, Rpn11 block inactive, MT1-MMP act inh -1 and Scp-1 inhibitor -3.
CCOC(=O)c1sc(NC(=O)CN(CC(C)C)CC(C)C)c(C(=O)OCC)c1C was read as LMPTP block -0.3, SKN-1 inh -4, DNMT1 block 5, NRP1-CendR mod -1, NadD inh 4, SUMO1-SIM PPI 0, STEP inh 1, Rpn11 block inactive, MT1-MMP act inh -3 and Scp-1 inhibitor 0.
For O=C(CN1C(=O)/C(=C/c2ccccc2F)Oc2ccccc21)N1CCN(c2ccccn2)CC1 the results were LMPTP block 1.1, SKN-1 inh 6, DNMT1 block 11, NRP1-CendR mod 18, NadD inh 17, SUMO1-SIM PPI 0, STEP inh 0, Rpn11 block inactive, MT1-MMP act inh 1 and Scp-1 inhibitor 16.
Cc1[nH]c2ccccc2c1C(=O)COC(=O)c1nccnc1N was read as LMPTP block 0.4, SKN-1 inh -3, DNMT1 block 2, NRP1-CendR mod 0, NadD inh 12, SUMO1-SIM PPI -18, STEP inh 2, Rpn11 block inactive, MT1-MMP act inh -2 and Scp-1 inhibitor -4.
O=C(c1ccccc1)c1ccc(Oc2ccc(C(=O)O)c(C(=O)O)c2)cc1 was read as LMPTP block -0.6, SKN-1 inh 2, DNMT1 block 11, NRP1-CendR mod -26, NadD inh -7, SUMO1-SIM PPI 8, STEP inh 8, Rpn11 block inactive, MT1-MMP act inh 1 and Scp-1 inhibitor 1.
Screening O=C(Nc1ccccc1)c1ccccc1N=Cc1cccc(O)c1 returned LMPTP block -0.7, SKN-1 inh 7, DNMT1 block -5, NRP1-CendR mod 13, NadD inh -1, SUMO1-SIM PPI 3, STEP inh -5, Rpn11 block inactive, MT1-MMP act inh -3 and Scp-1 inhibitor 5.
For Cc1nn(C)c(NC(=O)c2ccccc2Cl)c1Cl the results were LMPTP block -1.3, SKN-1 inh -2, DNMT1 block -2, NRP1-CendR mod 3, NadD inh -2, SUMO1-SIM PPI 1, STEP inh 1, Rpn11 block inactive, MT1-MMP act inh 6 and Scp-1 inhibitor -16.
`COc1cc(NC(=O)CC(C)S(=O)(=O)c2ccc3c(c2)NC(=O)CO3)cc(OC)c1OC` (stereo not given) gave LMPTP block -1.0, SKN-1 inh -4, DNMT1 block 1, NRP1-CendR mod -2, NadD inh -4, SUMO1-SIM PPI 0, STEP inh 0, Rpn11 block inactive, MT1-MMP act inh -3 and Scp-1 inhibitor 1.
Screening COc1ccc(/C(N)=N/OC(=O)Oc2ccccc2)cc1OC returned LMPTP block -1.2, SKN-1 inh -11, DNMT1 block 3, NRP1-CendR mod -10, NadD inh 3, SUMO1-SIM PPI -1, STEP inh 0, Rpn11 block inactive, MT1-MMP act inh 0 and Scp-1 inhibitor 4.
For O=C(Nc1ccncc1)c1cncc(Br)c1 the results were LMPTP block -0.2, SKN-1 inh 20, DNMT1 block 11, NRP1-CendR mod 16, NadD inh -2, SUMO1-SIM PPI 0, STEP inh -3, Rpn11 block inactive, MT1-MMP act inh -8 and Scp-1 inhibitor -1.
COc1ccc(Cc2c(O)nc(SCC(=O)NC(C)(C)C)[nH]c2=O)cc1 was read as LMPTP block -0.7, SKN-1 inh 10, DNMT1 block 0, NRP1-CendR mod -3, NadD inh 6, SUMO1-SIM PPI 2, STEP inh -2, Rpn11 block inactive, MT1-MMP act inh 1 and Scp-1 inhibitor -12.
`Fc1ccc(CSc2nc3ncc(Br)cc3[nH]2)cc1` gave LMPTP block 24, SKN-1 inh 22, DNMT1 block 10, NRP1-CendR mod -19, NadD inh -6, SUMO1-SIM PPI 1, STEP inh -3, Rpn11 block inactive, MT1-MMP act inh 1 and Scp-1 inhibitor 59*.
For CC(=O)Nc1ccc(-c2ccnc3c2CC(C)(C(=O)Nc2cccc(OC(F)(F)F)c2)O3)cc1 (stereo not given) the results were LMPTP block 2.5, SKN-1 inh 6, DNMT1 block -16, NRP1-CendR mod 4, NadD inh -2, SUMO1-SIM PPI 12, STEP inh -1, Rpn11 block inactive and MT1-MMP act inh -9.

Filtered by structure, the compounds so far with two or more sulfur atoms (3)
`CC1CCC(NC(=O)CN2CCN(S(=O)(=O)c3ccc(Br)s3)CC2)CC1` (stereo not given) gave LMPTP block 4.9, SKN-1 inh 1, DNMT1 block 0, NRP1-CendR mod 10, NadD inh -1, SUMO1-SIM PPI -1, STEP inh -1 and Rpn11 block inactive.
`CCN(c1ccc(OC)cc1)S(=O)(=O)c1nnc(NC(=O)CC(C)C)s1` gave LMPTP block -3.7, SKN-1 inh 7, DNMT1 block 0, NRP1-CendR mod 15, NadD inh -4, SUMO1-SIM PPI 5, STEP inh -4, Rpn11 block inactive, MT1-MMP act inh 1 and Scp-1 inhibitor -13.
Screening O=C(NC(=S)Nc1nc(-c2ccc([N+](=O)[O-])cc2)cs1)c1ccco1 returned LMPTP block 42, SKN-1 inh -4, DNMT1 block 12, NRP1-CendR mod 4, NadD inh 23, SUMO1-SIM PPI 36, STEP inh 10, Rpn11 block inactive, MT1-MMP act inh 3 and Scp-1 inhibitor 19.

High-throughput results deposited in PubChem BioAssay by Sanford-Burnham Center for Chemical Genomics.
